Hep lipid drop – modulators of hepatic lipid droplet formation; inhibition, % at 6.5 µM; AML12 mouse hepatocytes, oleate lipid droplets, BODIPY imaging; actives 0.4% (n = 240,000);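 active = lipid droplet intensity inhibited by at least 50%, with more than 500 cells counted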
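System: AML12 hepatocytes (mouse). Probe or stimulus: oleic acid at 100 µM to induce lipid droplet formation. Times: overnight treatment with compound plus oleate. Detection: Image-based BODIPY and DAPI two-channel analysis. Evaluation: percent inhibition of filter-corrected integrated lipid droplet intensity per well.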
T cell HTS – modulates CD8 T cell binding to vesicles; calls only at 7 µM; actives 0.068% (n = 330,000); 2C CD8+ T cell-vesicle binding, flow cytometry; stronger effect = lower value;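 active = response, share of CD8 T cells binding vesicles, and their 90th percentile fluorescence all below set limits, cut at about 80% in these data, passing the limit was not always enough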
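Read-out – percent CD8+ FL2 mean versus row control · System – murine 2C transgenic CD8+ T lymphocytes · Times – 1.5 h cell–vesicle binding at 37 °C, then 20 min icy labelling · Control set – naked vesicles low, QL9 vesicles with vehicle high · Detection – cytometric PE anti-B7-1 and Alexa647 anti-CD8 signals after 1% paraformaldehyde fixation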
Salmonella PhoP GFP – inhibitors of PhoP regulon expression, primary screen, Salmonella Typhimurium, GFP reporter (AID 1863) | inhibition, % at 50 µM, or IC50 in µM where a hit was titrated | S. Typhimurium PhoP-regulated promoter GFP reporter, 4 h; higher % means a stronger effect | actives 0.16% (n = 300,000);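 active = inhibition over 29.93%, a cutoff 3 SD above the screen mean, later confirmed by dose response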;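 note: 0% = low Mg2+ inducing control and 100% = high Mg2+ repressing control; strong numbers were not always called active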
Hep lipid drop cells 6.5 µM – also measured in Hep lipid drop; calls as there; cell count; measured here: cell count, cytotoxicity flag;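 cells counted across two imaged fields per well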
T cell HTS vesicle-bound % – second read-out of T cell HTS, no call of its own (marks repeat the call); double positive events, %; measured here: CD8+ vesicle-bound cell fraction;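 binding gate set so that unloaded-vesicle control wells show 10% double positive cells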
* marks the source's active call; other numbers are inactive results; i = inactive. The list is partial; the hit share may differ from the screen's.

SMILES | Hep lipid drop | Hep lipid drop cells 6.5 µM | T cell HTS | T cell HTS vesicle-bound % | Salmonella PhoP GFP
Cc1cc(C)c(-c2nc3ccccc3s2)[nH]1 | 5 | 737 | i | 52 | -4%
COc1cc(NC(=O)CCC(=O)Nc2ccc3nc(N4CCOCC4)cc(C)c3c2)cc(OC)c1OC | 0 | 760 | i | 46 | -4%
O=C(NCc1ccc(Cl)cc1)C1CCCN(c2ncnc3c2nc2n3CCCCC2)C1 (stereo not drawn) | 0 | 700 | i | 18 | -1%
CCC(=O)Nc1ccc(NC(=O)CSc2nnnn2-c2ccc(OC)cc2)cc1 | -8 | 802 | i | 55 | -2%
O=C(c1ccc(OC2CCN(C/C=C/c3ccccc3)CC2)cc1)N1CCCCC1 | 1 | 703 | i | 49 | -3%
NCCCNc1nc(N)c([N+](=O)[O-])c(NC2CCCCC2)n1 | -46 | 835 | i | 24 | 0%
CN(C)C(=O)c1cc(C(=O)c2c(F)cccc2F)c[nH]1 | 2 | 622 | i | 50 | -11%
Cc1nc2ccc(Br)cc2c2c1CC(CO)O2 (stereo not drawn) | -10 | 417 | i | 25 | -2%
COc1ccc(CCNC(=O)C(CCC(N)=O)NS(=O)(=O)c2ccc(Cl)cc2)cc1OC (stereo not drawn) | -1 | 869 | i | 63 | 1%
Cn1c(CCNS(=O)(=O)c2ccccc2)nnc1SCc1cccnc1 | -6 | 767 | i | 26 | -7%
COc1ccc(C(CC(=O)O)NS(=O)(=O)c2ccc3c(c2)NC(=O)CO3)cc1 (stereo not drawn) | -12 | 824 | i | 19 | -2%
COc1cccc(NC(=O)CSc2nn3c(=O)c(C)nnc3s2)c1 | -3 | 879 | i | 7 | 0%

Record cards (already shown). Values in the order: Hep lipid drop | Hep lipid drop cells 6.5 µM | T cell HTS | T cell HTS vesicle-bound % | Salmonella PhoP GFP
Cn1c(CCNS(=O)(=O)c2ccccc2)nnc1SCc1cccnc1 reads -6 | 767 | i | 26 | -7%
O=C(NCc1ccc(Cl)cc1)C1CCCN(c2ncnc3c2nc2n3CCCCC2)C1 (stereo not drawn) reads 0 | 700 | i | 18 | -1%

The results go on:
SMILES | Hep lipid drop | Hep lipid drop cells 6.5 µM | T cell HTS | T cell HTS vesicle-bound % | Salmonella PhoP GFP
O=C(O)CSc1nnc(-c2ccc(Cl)cc2Cl)n1Cc1ccccc1 | 27 | 754 | i | 37 | -8%
Cc1c(C(=O)N2CCN(Cc3ccc4c(c3)OCO4)CC2)sc2ncnc(N3CCN(c4ccccc4)CC3)c12 | -17 | 714 | i | 24 | 1%
COc1cc2c(cc1OC)C(C)N(C(=O)/C=C/c1cc(OC)c(OC)c(OC)c1)CC2 (stereo not drawn) | 0 | 422 | i | 21 | 9%
COc1cc(C2C(=O)c3ccccc3C2=O)ccc1O | 8 | 800 | i | 11 | 1%
COc1ccc(/C(C)=N/NC(=O)CNC(=O)COc2ccccc2)c(OC)c1 | 7 | 724 | i | 2 | -14%
Cc1ccc(CNS(=O)(=O)c2c(N)n(C)c(=O)n(C)c2=O)cc1 | -19 | 776 | i | 15 | -3%
CCC1CCCCN1CCNC(=O)C1CCN(S(=O)(=O)c2cccc3nsnc23)CC1 (stereo not drawn) | -2 | 690 | i | 54 | -4%
COCCNC(=O)c1ccc2c(Cl)c3c(nc2c1)CCC3 | -32 | 841 | i | 59 | 4%
CCC(C)c1ccc(OCc2ccc(C(=O)O)o2)cc1 (stereo not drawn) | -5 | 801 | i | 35 | -8%
O=C(O)c1ccccc1NC(=O)c1ccccc1-c1ccccc1C(=O)O | 8 | 827 | i | 44 | -8%
C=Cc1ccc(C(=O)NC2CCCN(Cc3ccccc3F)C2)cc1 (stereo not drawn) | -13 | 824 | i | 62 | 1%
COCCCn1c(C(=O)N2CCOCC2)cc2c(=O)n3ccccc3nc21 | -4 | 769 | i | 72 | 5%

Quoted from the results shown for reference:
SMILES | Hep lipid drop | Hep lipid drop cells 6.5 µM | T cell HTS | T cell HTS vesicle-bound % | Salmonella PhoP GFP
C=Cc1ccc(C(=O)NC2CCCN(Cc3ccccc3F)C2)cc1 (stereo not drawn) | -13 | 824 | i | 62 | 1%
COCCCn1c(C(=O)N2CCOCC2)cc2c(=O)n3ccccc3nc21 | -4 | 769 | i | 72 | 5%

The list continues.
SMILES | Hep lipid drop | Hep lipid drop cells 6.5 µM | T cell HTS | T cell HTS vesicle-bound % | Salmonella PhoP GFP
Cc1ccc2c(c1)N(S(=O)(=O)c1cc(-c3cc(C)no3)ccc1C)CCO2 | -29 | 755 | i | 4 | 5%
COc1cccc2cc(C(=O)NCc3ccc(F)cc3)c(=N)oc12 | 0 | 788 | i | 64 | 1%
O=S(=O)(c1cccc2cccnc12)N1CCCCC1 | -6 | 712 | i | 35 | -3%
COC(=O)c1ccc(OC(=O)/C=C/c2ccco2)cc1 | -1 | 765 | i | 24 | 4%
Brc1ccc(C2=Nn3cnnc3SC2)cc1 | 7 | 830 | i | 69 | 5%
Cc1ccccc1CS(=O)(=O)CCC(=O)NCc1ccc(F)cc1Cl | -7 | 706 | i | 25 | 10%
COc1ccccc1S(=O)(=O)Cc1ccc(C(=O)NCCCN2CCN(c3ccc(F)cc3)CC2)o1 | -18 | 622 | i | 6 | -7%
O=c1[nH]c2ccc(S(=O)(=O)Nc3ccc(Cl)cc3)cc2[nH]1 | 0 | 775 | i | 51 | 9%
Oc1cc(O)c2c(c1)O[C@H](c1ccc(O)c(O)c1)[C@H](O)C2 | 8 | 806 | i | 15 | 3%
Cc1cc(NC(=O)COc2ccccc2)ccc1Cl | 6 | 874 | i | 54 | -2%
Cc1ccc(S(=O)(=O)N2CCC3(CC2)OCCO3)c(C)c1 | 24 | 819 | i | 28 | 0%
CC(=O)c1ccc(Nc2nc3ccccc3nc2NS(=O)(=O)c2cccs2)cc1 | 0 | 725 | i | 25 | -5%
O=C(O)c1ccc(CP(=O)(c2ccccc2)c2ccccc2)cc1 | -4 | 806 | i | 55 | 1%
COc1ccc(-n2nc(C(=O)NCC(=O)N3CCN(c4ccccc4)CC3)c3ccccc3c2=O)cc1OC | -14 | 801 | i | 24 | 7%
COc1ccc(C(=O)N/C(=C\c2ccco2)C(=O)NCc2ccco2)cc1 | -12 | 655 | i | 10 | 0%
O=C(NCCCN1CCOCC1)c1ccc2c(=O)n(Cc3cccc(Br)c3)c(=S)[nH]c2c1 | -10 | 844 | i | 22 | 4%
Cc1cc(NC(=O)CCC(=O)N(c2ccccc2)C(C(=O)NC(C)(C)C)c2ccccc2Cl)no1 (stereo not drawn) | 1 | 606 | i | 16 | 1%
C=CCNC(=O)C(C)N1c2cccc3cccc(c23)S1(=O)=O (stereo not drawn) | -2 | 854 | i | 60 | 7%
COc1ccc(S(=O)(=O)N2CCN(CC(O)COc3ccc(C#N)cc3)CC2)cc1OC (stereo not drawn) | -2 | 787 | i | 53 | 1%
COc1ccc(C(=O)OCCOc2cccc(Cl)c2)cc1S(=O)(=O)N1CCOCC1 | -6 | 792 | i | 13 | 6%
O=C(NCc1ccc2c(c1)OCO2)c1ccc(CS(=O)Cc2cccc(Cl)c2)o1 (stereo not drawn) | 0 | 686 | i | 27 | -5%
COc1ccc(/C=C2\SC(=O)N(CCC(=O)N3CCCCC3)C2=O)cc1OC | -15 | 851 | i | 52 | -3%
CN(C)c1ccc(/C=C(/NC(=O)c2ccccc2)C(=O)NCCN2CCOCC2)cc1 | -3 | 698 | i | 38 | -11%
Cc1cccc(/C(N)=N/OC(=O)c2cccc3ccccc23)c1 | -26 | 817 | i | 67 | -9%

Quoted at random: 7 records from the list
SMILES | Hep lipid drop | Hep lipid drop cells 6.5 µM | T cell HTS | T cell HTS vesicle-bound % | Salmonella PhoP GFP
O=C(O)c1ccc(CP(=O)(c2ccccc2)c2ccccc2)cc1 | -4 | 806 | i | 55 | 1%
COc1ccc(C(=O)OCCOc2cccc(Cl)c2)cc1S(=O)(=O)N1CCOCC1 | -6 | 792 | i | 13 | 6%
COc1ccc(S(=O)(=O)N2CCN(CC(O)COc3ccc(C#N)cc3)CC2)cc1OC (stereo not drawn) | -2 | 787 | i | 53 | 1%
COc1ccc(-n2nc(C(=O)NCC(=O)N3CCN(c4ccccc4)CC3)c3ccccc3c2=O)cc1OC | -14 | 801 | i | 24 | 7%
O=C(NCCCN1CCOCC1)c1ccc2c(=O)n(Cc3cccc(Br)c3)c(=S)[nH]c2c1 | -10 | 844 | i | 22 | 4%
COc1ccc(/C=C2\SC(=O)N(CCC(=O)N3CCCCC3)C2=O)cc1OC | -15 | 851 | i | 52 | -3%
CN(C)c1ccc(/C=C(/NC(=O)c2ccccc2)C(=O)NCCN2CCOCC2)cc1 | -3 | 698 | i | 38 | -11%

(next part)
SMILES | Hep lipid drop | Hep lipid drop cells 6.5 µM | T cell HTS | T cell HTS vesicle-bound % | Salmonella PhoP GFP
COC(=O)c1ccccc1C(=O)N(Cc1cccnc1)CC1CCCN(C2CCCCC2)C1 (stereo not drawn) | -19 | 784 | i | 16 | 2%
Cc1ccc2cc(CCNC(=O)CCCc3ccccc3)c(=O)[nH]c2c1 | 2 | 679 | i | 33 | 4%
Cc1ccc(C)c(NC(=O)c2cc([N+](=O)[O-])cc([N+](=O)[O-])c2)c1 | -4 | 834 | i | 60 | 5%
O=C(Cc1ccccc1)NCC(=O)N1CCN(c2ccccc2)CC1 | -1 | 650 | i | 26 | -6%
COc1ccc(OCc2cc(C(=O)NC(C)Cc3cnccn3)no2)c(Cl)c1 (stereo not drawn) | 12 | 743 | i | 31 | -3%
O=C(Nc1c2c(nn1-c1ccc([N+](=O)[O-])cc1)CS(=O)(=O)C2)C1CC1 | -2 | 666 | i | 27 | -9%
CCCOc1cccc(C2C(C(=O)c3cc4ccccc4o3)=C(O)C(=O)N2c2cc(C)on2)c1 (stereo not drawn) | 2 | 662 | i | 28 | -1%
Cc1ccc2cc(CN(c3cccc(C)c3C)S(=O)(=O)c3ccccc3)c(=O)[nH]c2c1 | -2 | 749 | i | 38 | -6%
O=C1CN(S(=O)(=O)c2cc(Cl)ccc2Cl)c2ccccc2N1 | -2 | 825 | i | 40 | 8%
COc1ccc(Cl)cc1NC(=O)CSc1nnc(-c2ccco2)o1 | -6 | 721 | i | 31 | -3%
O=C(C1CC1)N1N=C(c2ccccc2)CC1(O)C(F)(F)F (stereo not drawn) | -29 | 800 | i | 48 | 11%
C=CCn1c(SCC(=O)Nc2ccc(Br)cc2)nc(O)c(CC)c1=O | -1 | 730 | i | 35 | 4%
COc1ccc(CCNC(=O)C(C)n2nc(C)c3c(C)n(-c4ccc(C)cc4)nc3c2=O)c(OC)c1 (stereo not drawn) | 34 | 671 | i | 18 | 13%
Cc1ccc(CCNC(=O)CN(c2ccc(C)cc2)S(=O)(=O)c2c(C)noc2C)cc1 | -1 | 703 | i | 9 | -2%
COc1sc(SC)cc1/C=N/NC(=O)c1ccncc1 | -10 | 786 | i | 30 | -2%
COc1ccc(NC(=O)CN(C)S(=O)(=O)c2ccc3c(c2)NC(=O)CS3)cc1 | 14 | 749 | i | 43 | -4%
COc1ccc(NS(=O)(=O)N2CCOCC2)cc1 | -16 | 660 | i | 13 | 4%
CC(C)CC(=O)Nc1nnc(SCC(=O)NCC2CCCO2)s1 (stereo not drawn) | -1 | 810 | i | 27 | -1%
N#Cc1nc(-c2ccc(F)cc2)oc1N1CCCCC1 | -1 | 426 | i | 29 | 2%
CCCN1C2CCCC1CC(NC(=O)c1ccccc1Br)C2 (stereo not drawn) | -2 | 835 | i | 64 | 1%
COc1ccc(N(CC(=O)NCCc2ccccc2)C(=O)CCC(=O)Nc2nccs2)cc1 | 5 | 827 | i | 36 | -2%
O=C(CSc1ccc2nnc(CCNC(=O)c3ccccc3)n2n1)Nc1ccc(F)cc1F | -7 | 649 | i | 12 | 1%
CCOCc1c(C(=O)Nc2ccc(OC)nc2)oc2ccccc12 | -5 | 835 | i | 34 | 0%
COc1cccc(CN(CC(=O)NCc2ccccc2)C(=O)c2csnn2)c1 | -25 | 728 | i | 39 | 10%
O=C(Nc1ccc(Cl)c(NC(=O)c2cccs2)c1)c1ccco1 | 13 | 824 | i | 43 | 9%
CN(C)C(=O)CSc1nc(-c2cccs2)c(-c2cccs2)[nH]1 | 0 | 815 | i | 44 | -1%

Screening data as filed in PubChem.
